# High-throughput results: PubChem BioAssay, NCI
# All columns: NCI-60 one-dose screen, growth in % after 48 h at 10 µM unless noted; 100 = growth as untreated, 0 = no growth, -100 = all killed.
# BT-549 = BT-549 breast cancer; hit rate 4.4% among 78,000; AID 1794793
# HS 578T = HS 578T breast cancer | hit rate 4.1% among 78,000 | AID 1794788
# MALME-3M = MALME-3M melanoma; hit rate 5.8% among 78,000
# T-47D = T-47D breast cancer; hit rate 5% among 79,000
# UACC-257 = UACC-257 melanoma | hit rate 4.4% among 78,000
# UACC-62 = UACC-62 melanoma; hit rate 5.4% among 81,000
# LOX IMVI = LOX IMVI melanoma. hit rate 7.4% among 79,000. AID 1794757
# SK-MEL-2 = SK-MEL-2 melanoma; hit rate 4.7% among 77,000
# Numbers without * were called inactive; x = no result given; & = joins results of further samples; ! = not active in a repeat. How the source made its calls: active means growth percent below 10; inactive means the rest.
SMILES,BT-549,HS 578T,MALME-3M,T-47D,UACC-257,UACC-62,LOX IMVI,SK-MEL-2
Nc1c(C(=O)Nc2ccc(Cl)c(Cl)c2)sc2nc3c(cc12)C(=O)CCC3,95,119,95,93,102,99,106,95
Cc1ccc(S(=O)(=O)N2CCc3c([nH]c4ccccc34)C2c2ccc(C=O)cc2)cc1 (configuration not stated),82,88,77,75,x,58,81,86
CCCCCCC(C)NCCOC(=O)c1ccc(N)cc1 (configuration not stated),104,x,95,93,100,100,108,94
O=C1NC(=O)C(=Cc2cc(-c3ccc([N+](=O)[O-])cc3)n(-c3ccccc3)n2)C(=O)N1,100,94,93,96,105,92,105,101
CNc1cc(C(=O)O)nc(NC)n1,89,95,96,102,94,98,100,103
Nc1ccccc1NC(=O)c1ccc(CN2CC(=O)N[C@@H](Cc3c[nH]c4ccccc34)C2=O)cc1,95,98,90,78,81,98,105,98
CCCCC(NC(=O)CNC(=O)c1cccc(N2C(=O)/C(=C/c3ccccc3)SC2=S)c1)C(=O)O (configuration not stated),106,100,96,95,103,92,95,108
CC(NC(C(=O)c1ccccc1)c1ccccc1)c1ccccc1 (configuration not stated),111,103,116,95,101,98,84,100
COc1ccc(C(O)c2cc3c(N)c(C(=O)Nc4ccccc4)sc3nc2C)cc1 (configuration not stated),32,4.0*,49,52,49,20,35,9.5*
C=C(C)C1CC[C@]2(C(=O)NCCN(CCN)CCN)CC[C@]3(C)C(=CC[C@@H]4[C@@]5(C)C[C@@H](CC#CC#CC[C@@H]6C[C@]7(C)[C@H]8CC=C9[C@H]%10[C@H](C(=C)C)CC[C@]%10(C(=O)NCCN(CCN)CCN)CC[C@@]9(C)[C@]8(C)CC[C@H]7C(C)(C)[C@H]6OC(C)=O)[C@H](OC(C)=O)C(C)(C)[C@@H]5CC[C@]43C)[C@@H]12 (some centres not stated),103,118,100,x,114,115,95,118
CC(C)CC(CC(C)C)OB(OC(CC(C)C)CC(C)C)OC(CC(C)C)CC(C)C,107,106,118,99,104,94,101,103
Cc1ccc(C(=O)O)c(N)c1C,94,106,86,95,108,103,94,89
c1csc(-c2[nH]nc3c2CCc2ccccc2-3)c1,98,90,79,-62*,99,90,97,x
CCCCNCc1ccccc1,101,92,95,106,103,89,91,104
CC(C)c1ccc(/C=C(\C#N)c2cc3ccccc3[nH]2)cc1,x,80,85,49,94,78,57,98
O=C1NC(=O)C(Cc2ccc(OCc3ccc(-c4ccc(Br)cc4)cc3)cc2)S1 (configuration not stated),76,83,75,57,83,53,77,82
COc1cc(NC(C)=O)c2ncccc2c1Br,125,105,95,93,106,98,107,130
CCOC(=O)c1ccc(C)nc1,114,98,117,112,91,103,102,106
Cc1ccc(C)c(NS(C)(=O)=O)c1,91,104,115,106,97,87,96,101
Cc1[nH]c(-c2nc3ccccc3[nH]2)c(C)c1C(=O)NCC(C)C,112,96,105,93,99,95,101,105
O=C(O)c1cccc(Nc2nc3ccccc3nc2/C=C/c2ccc(Cl)cc2)c1,73,66,115,59,111,62,85,61
COc1cc2oc(-c3cccc(C(=O)N[C@@H](C)C(=O)O)c3)cc(=O)c2c(OC)c1OC,113,101,107,115,100,95,83,118
COc1ccccc1N=NNc1ccccc1OC,91,91,90,72,114,83,89,103
O=[N+]([O-])c1ccc(N/N=C/c2ccccc2O)nc1,48,80,79,24,32,43,26,35
Cc1c(C(=O)OCCO)cc(-c2ccc(Cl)cc2)n1-c1cccc(O)c1,77,92,109,80,92,84,88,91

# Entries of single compounds, quoted from the list. Order of screens: BT-549	HS 578T	MALME-3M	T-47D	UACC-257	UACC-62	LOX IMVI	SK-MEL-2
# `CC(C)CC(CC(C)C)OB(OC(CC(C)C)CC(C)C)OC(CC(C)C)CC(C)C` reads 107	106	118	99	104	94	101	103
# `O=[N+]([O-])c1ccc(N/N=C/c2ccccc2O)nc1` reads 48	80	79	24	32	43	26	35
# `CC(C)c1ccc(/C=C(\C#N)c2cc3ccccc3[nH]2)cc1` reads x	80	85	49	94	78	57	98
# `COc1ccccc1N=NNc1ccccc1OC` reads 91	91	90	72	114	83	89	103

# 2 compounds drawn at random from those above:
SMILES,BT-549,HS 578T,MALME-3M,T-47D,UACC-257,UACC-62,LOX IMVI,SK-MEL-2
Cc1c(C(=O)OCCO)cc(-c2ccc(Cl)cc2)n1-c1cccc(O)c1,77,92,109,80,92,84,88,91
Cc1[nH]c(-c2nc3ccccc3[nH]2)c(C)c1C(=O)NCC(C)C,112,96,105,93,99,95,101,105

# (listing goes on)
SMILES,BT-549,HS 578T,MALME-3M,T-47D,UACC-257,UACC-62,LOX IMVI,SK-MEL-2
CC(C)NC[C@H](O)COc1cccc2ccccc12,105,111,116,98,106,x,95,105
COc1ccc(O)c(-c2cc(-c3ccccc3)c(C#N)c(=O)[nH]2)c1,71,90,112,79,85,86,64,x
CN(Cc1ccccc1)c1nc(Cl)c(C2CC(c3ccc(F)cc3)=Cc3[nH][nH]c(=O)c32)s1 (configuration not stated),87,102,109,96,109,92,92,99
CC1(C)CC(=O)C2=C(C1)N(Cc1ccc(C(=O)O)cc1)C1=C(C(=O)CC(C)(C)C1)C2c1ccc(Cl)cc1,94,105,105,92,101,90,62,98
COC(=O)c1c(C(=O)OC)c2ccc3c4ncccc4ccc3n2c1C(=O)c1ccc(C)cc1,88,96,90,54,95,85,88,83
CCCCN(CCCC)CCCn1c(-c2ccccc2)ccc1-c1ccccc1,74,83,86,67,90,82,69,94
Cc1cc(C)c(O)c(CNCCCCCCNCc2cc(C)cc(C)c2O)c1,x,-45*,-82*,-61*,-81*,-69*,-85*,-62*
N#CC1=C(N)OC(C2CC2)=C(C#N)C1c1ccco1 (configuration not stated),90,94,97,x,85,90,100,112
CC12c3ccccc3C(C)(c3ccccc31)C(NS(=O)(=O)c1ccc(Cl)cc1)C2O (configuration not stated),107,101,109,89,100,81,98,103
COc1ccc(C2=NN(c3nc(-c4ccc(OC)cc4)c(C#N)c(=O)n3C)C(=O)CC2)cc1,107,95,82,92,x,x,101,98
COc1ccc(OC)c(-c2cc(-c3ccc(Cl)cc3)c(C#N)c(SCC(=O)c3ccc(Cl)cc3)n2)c1,89,96,84,74,97,77,84,92
CC1=NN(Cc2nc(-c3ccccc3)n[nH]2)C(=O)C1,103,x,108,109,105,94,95,100
CCCCCCCCCCCC(=O)[O][Sn]([CH2]CCC)([CH2]CCC)[CH2]CCC,-100*,-20*,-96*,-90*,-96*,x,-90*,-91*
Cc1ccc2c(c1)CC(O)CC1C(=O)N(CCO)CC(=O)N21 (configuration not stated),103,103,100,93,81,97,96,86
COC(CCN(C)Cc1ccccc1)N1CCCC1=O (configuration not stated),100,98,112,107,111,97,96,114
CC1(C)CC(=O)C2=C(C1)Nc1c(C#N)c(N)[nH]c(=O)c1C2c1ccc(Cl)c(Cl)c1 (configuration not stated),93,82,114,83,87,82,95,101
CC(C)(O)Cn1cc(-c2ccc3nc(OC4CC4)ccc3c2)c2c(N)ncnc21,66&85,32&71,44&70,5.8*!,71,48,30&73,88
CC(=O)Oc1csc(N(C(C)=O)c2ccc(Cl)c(C(F)(F)F)c2)n1,72,83,80,75,94,86,88,103
Brc1ccc2[nH]cc(C(c3ccccc3)N3CCCC3)c2c1 (configuration not stated),53,83,72,78,82,60,74,x
C=CCOc1ccc(/C(O)=C2\C(=O)C(=O)N(c3nccs3)C2c2ccccc2F)cc1 (configuration not stated),113,104,92,100,x,77,90,54
COc1ccc(-c2c(C)nn3c(NCCN4CCOCC4)cc(C)nc23)cc1OC,93,79,97,88,100,98,87,104
COc1ccc(CCN2C(=O)/C(=C/c3ccc(C4Oc5ccccc5C5CC(c6ccc(Cl)cc6)=NN54)cc3)SC2=S)cc1 (configuration not stated),105,89,91,86,99,92,93,102
CN(C)N=Nc1nn(C(=O)Nc2ccc(Cc3ccccc3)cc2)c2ccccc12,75,100,54,24,29,-8.2*,1.5*,58
COP(=O)(OC)c1nnn(-c2ccc([N+](=O)[O-])cc2)c1C,104,101,106,105,109,98,103,102
COc1ccc(NC(=O)[C@H](Cc2ccccc2)NC(=O)OC(C)(C)C)cc1C(=O)Nc1cccc(C2CC(=O)c3c(cc(OC)c(OC)c3OC)O2)c1 (some centres not stated),88,90,106,94,98,80,75,103

# Looked up above:
# HS 578T, `C=CCOc1ccc(/C(O)=C2\C(=O)C(=O)N(c3nccs3)C2c2ccccc2F)cc1` (configuration not stated) → 104
# MALME-3M, `COc1ccc(C2=NN(c3nc(-c4ccc(OC)cc4)c(C#N)c(=O)n3C)C(=O)CC2)cc1` → 82
# UACC-257, `CCCCCCCCCCCC(=O)[O][Sn]([CH2]CCC)([CH2]CCC)[CH2]CCC` → -96*
# UACC-257, `CC1(C)CC(=O)C2=C(C1)Nc1c(C#N)c(N)[nH]c(=O)c1C2c1ccc(Cl)c(Cl)c1` (configuration not stated) → 87
# MALME-3M, `CC12c3ccccc3C(C)(c3ccccc31)C(NS(=O)(=O)c1ccc(Cl)cc1)C2O` (configuration not stated) → 109
# BT-549, `CC1=NN(Cc2nc(-c3ccccc3)n[nH]2)C(=O)C1` → 103

# The list continues.
SMILES,BT-549,HS 578T,MALME-3M,T-47D,UACC-257,UACC-62,LOX IMVI,SK-MEL-2
COC(=O)[C@]12CC[C@@H](C)[C@H](C)[C@@H]1C1=CC[C@@H]3[C@@]4(C)C(C=O)=C[C@@](C)(COC(=O)c5ccco5)[C@@H]4C(=O)C[C@@]3(C)[C@]1(C)CC2,13,65,-17*,0.4*,-39*,-24*,27,-32*
COC(=O)C1(C)COP(=O)(Nc2ccc(OC)cc2)OC1 (configuration not stated),98,106,116,93,99,108,96,96
N#Cc1c(-c2ccccc2Cl)c(C#N)c(=O)n(-c2cccc(C(F)(F)F)c2)c1N,103,97,93,86,110,82,97,109
CCCCCCCCCCCCCCCCCC1=NC(C)(C)CO1,110,121,127,78,106,75,92,114
CCn1cc(CNc2ccc(C(=O)Nc3cc4cc(OC)c(OC)cc4c(C)n3)cc2)c(C)n1,-4.6*,83,25,-15*,48,6.6*,24,12
CCN1CCN(Cc2ccc(Cc3ncc(F)c(-c4cc(F)c5nc(C)n(C(C)C)c5c4)n3)nc2)CC1,61,x,66,65,53,69,-80*,x
CCOC(=O)C1=NCCNC1=O,103,112,102,101,99,101,105,108
O=C(CN1CCN(c2ncnc3c2cnn3-c2ccccc2)CC1)Nc1ccccc1,54,78,62,27,68,48,67,38
Oc1ccc(Cl)cc1Sc1cc(Cl)ccc1O,x,108,86,76,95,59,88,94
O=C(O)c1ccc(Nc2ccnc(SCC(=O)c3ccc(Br)cc3)n2)cc1,100,99,93,89,107,91,105,95
COc1ccc(-c2nc(-c3nc4ncccc4[nH]3)cc3c2[nH]c2ccccc23)cc1,74,90,74,79,87,54,57,69
Cc1ccc(-c2nc(/C=C/C(=O)c3ccc(F)cc3)co2)cc1,94,98,100,70,91,89,93,80
O=C1/C(=C/c2ccc(F)cc2)CCc2ccccc21,100,98,106,83,73,92,97,86
O=C(Nc1ccc(C2=NCCCN2)cc1)Nc1ccc(C2=NCCCN2)cc1,100,79,104,74,96,88,90,49
Cn1cc(-c2nn3cc(-c4cccs4)nc3s2)c2cc(F)ccc21,43,1.7*,21,45,63,33,35,35
O=C(NS(=O)(=O)c1ccccc1)n1ccc2c(Cl)ccnc21,107,122,100,102,105,108,101,102
CCOC(=O)c1c(SC)n[nH]c1N,93,113,87,93,112,96,94,104
CNc1ccc(CSc2ccc(Cl)cc2)cc1,x,123,x,80,97,83,103,x
c1ccc(CCn2c(-c3cccc(-c4ncon4)c3)nc3ccccc32)cc1,95,98,96,95,74,91,96,102
O=C(N/C(=C\c1ccc(/C=C(\NC(=O)c2ccccc2)C(=O)N2CCCCC2)cc1)C(=O)N1CCCCC1)c1ccccc1,105,102,112,92,116,89,105,105
